Assay outcomes (PubChem)
OXTR agonist – human OXTR agonists, primary screen, fluorescence, CHO-OTR cells, Fluo-8 calcium. Oxytocin receptor (Homo sapiens), P30559. Fluo-8 calcium fluorescence; normalized: DMSO 0%, oxytocin 100%. activation, % at 3 µM. actives 0.32% (n = 320,000);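 active = activation above the mean of all tested compounds plus 3 SD, cutoff set per screening run, cut at about 20% in these data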;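 note: peak over basal fluorescence ratio from a 100 s FLIPR kinetic read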
Target sequence (P30559 whole entry, looked up): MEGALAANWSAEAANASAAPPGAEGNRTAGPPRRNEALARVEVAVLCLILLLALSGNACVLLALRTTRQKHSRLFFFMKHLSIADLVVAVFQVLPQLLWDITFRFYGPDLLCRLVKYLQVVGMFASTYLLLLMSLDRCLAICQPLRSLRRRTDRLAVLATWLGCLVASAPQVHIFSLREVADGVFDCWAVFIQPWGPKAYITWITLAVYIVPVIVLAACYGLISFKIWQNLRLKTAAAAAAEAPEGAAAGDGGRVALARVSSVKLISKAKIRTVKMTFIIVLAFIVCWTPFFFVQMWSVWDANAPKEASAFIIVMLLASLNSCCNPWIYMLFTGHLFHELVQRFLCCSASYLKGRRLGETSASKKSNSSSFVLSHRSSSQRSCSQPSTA
The depositor's hits bear a star. This is a subset, so the mix of outcomes need not match the whole.

SMILES	OXTR agonist
C=C[C@@H]1c2ccccc2N(S(=O)(=O)c2ccc(C)cc2)[C@H](c2ccc(C(F)(F)F)cc2)C1(C#N)C#N	0.7
O=C(COC(=O)Cc1c[nH]c2ccccc12)Nc1ccccc1C(F)(F)F	2.3
O=C(COC(=O)/C=C/c1ccccc1)NC(=O)NC1CCCCC1	0.0
CCOc1ccc(NC(=O)COc2coc(CN3CCc4ccccc4C3)cc2=O)cc1	0.8
CC(C)(C)CC(=O)Nc1ccc(S(=O)(=O)NC2=NCCCCC2)cc1	1.9
Cc1ccc(C2=CC(=O)C[C@H](c3ccc(Cl)cc3)C2)cc1	-0.6
COc1cc(OC)cc(-c2nnc(NC(=O)CCS(=O)(=O)c3ccccc3)o2)c1	-0.4
O=C(COC(=O)CNC(=O)c1ccccc1Cl)NC1CCCC1	1.5
CCN(CC(=O)Nc1ccc(NC(C)=O)cc1)C(=O)c1ccccc1CCc1ccccc1	0.6
C#CCOCCOCCOCCNc1nc(N2CCN(C(=O)[C@H](CO)n3cc([C@@H](N)C(C)C)nn3)CC2)nc(N2CCN(C(=O)[C@H](CCCCN)n3cc([C@@H](N)[C@H](C)CC)nn3)CC2)n1	1.1
CCOP(=O)(OCC)c1ccc2c(c1)C(=O)c1ccccc1CC2	-1.2
O=C(CSc1nc2ccccc2c(=O)n1CCCN1CCOCC1)Nc1ccc(F)c(Cl)c1	14
Cc1ccc(NC(=O)c2cc(=O)[nH]c3ccc(S(=O)(=O)N4CCOCC4)cc23)cc1	1.3
Cc1ccc(C)c(OCC(=O)N(Cc2nnc(-c3ccccc3Cl)o2)C2CC2)c1	-1.9
C#CCOCCOCCOCCNc1nc(N2CCN(C(=O)CCCCCCCCCCNC(=O)Cn3cc(CCCCCN)nn3)CC2)nc(N2CCN(C(=O)CCCCCCCCCCNC(=O)[C@H]([C@@H](C)CC)n3cc(CCCCCN)nn3)CC2)n1	7.8
Cc1cc(C(=O)COC(=O)/C=C/c2ccc(F)cc2)c(C)n1C	1.0
COc1cccc2c1C(=O)c1c(O)c3c(c(O)c1C2=O)C[C@](O)(C(C)=O)C[C@H]3O[C@@H]1C[C@@H](N)[C@@H](O)[C@@H](C)O1	16
CC(NC(=O)COC(=O)c1cc(Cl)ccc1O)C1CC2CCC1C2 (stereo not given)	3.3
CC(C)Oc1cc2ccccc2cc1CNC[C@H]1O[C@@H](n2cnc3c(N)ncnc32)[C@H](O)[C@@H]1O	1.0
CN(CC(=O)Nc1ccccc1Br)C(=O)CCCSc1nc2ccccc2[nH]1	-1.2
COc1cc2c(cc1OC)CN(C(=O)c1nn(Cc3ccccc3)c(=O)c3ccccc13)CC2	-2.5
C[C@@H]1CN([C@@H](C)CO)C(=O)c2cccc(NC(=O)c3ccncc3)c2O[C@@H]1CN(C)Cc1ccc(-c2ccccc2)cc1	0.9
CCN(C[C@H]1N[C@@](C)(C(=O)OC)[C@H]2C(=O)N(Cc3ccccc3)C(=O)[C@@H]12)S(=O)(=O)c1ccccc1	-0.4
COc1cc(C=NNc2ccc(S(=O)(=O)Nc3ccccc3C(=O)O)cc2[N+](=O)[O-])ccc1O	-0.2
O=C(O)c1cc(S(=O)(=O)N2CCN(S(=O)(=O)c3ccc4ccccc4c3)CC2)ccc1Br	-0.6
Cc1c(NC(=O)CN(C)CC(=O)Nc2ccc(F)c(F)c2F)c(=O)n(-c2ccccc2)n1C	-0.3
O=C(CSc1ncccn1)Nc1ccc2[nH]c(=O)[nH]c2c1	0.2
Cc1ccc(CN(C)C(=O)CN2C(=O)NC3(CCCC3)C2=O)o1	0.7
COc1ccccc1C(=O)NC(=O)COC(=O)CNC(=O)c1ccccc1F	0.9
CCN(CC)S(=O)(=O)c1ccc2[nH]c(=O)cc(C(=O)Nc3ccccc3N3CCOCC3)c2c1	-0.2
CC(C)CC1NC(=O)c2ccccc2-n2c1nc1ccccc1c2=O (stereo not given)	-1.1
CC(=O)c1cccc(NC(=O)C(C)OC(=O)CCc2nc3ccccc3c(=O)[nH]2)c1 (stereo not given)	1.0
COc1cc(OC)cc(C(=O)NC(C(=O)N2CCC2)C(C)C)c1 (stereo not given)	0.9
CC(C)Oc1ccc(C(=O)OCC(=O)N2CCCc3ccccc32)cc1	-0.8
Cc1onc(-c2ccccc2)c1C(=O)N(CC(C)C)c1c(N)n(CC(C)C)c(=O)[nH]c1=O	0.1
COc1ccc(S(=O)(=O)N2CCN(C(=O)CCNC(=O)c3ccccc3Cl)CC2)cc1	-0.1
Cc1ccc2sc(N(CCCN(C)C)C(=O)c3ccc(S(=O)(=O)N4CCOCC4)cc3)nc2c1C	5.5
Cc1noc(C)c1CC(=O)Nc1ccc2c(c1)OCO2	0.3
COCCN(C(=O)COC(=O)Cc1c[nH]c2ccccc12)c1c(N)n(Cc2ccccc2)c(=O)[nH]c1=O	-0.2
CC(=O)Nc1cccc(NC(=O)CSc2nnc3ccc(-c4cccnc4)nn23)c1	-0.8
CCOc1ccc(C(c2c(NC(=O)c3ccco3)sc(C)c2C)N2CCOCC2)cc1 (stereo not given)	-0.6
O=C(Cc1c(F)cccc1Cl)NNC(=O)c1ccc(Br)s1	2.5
O=C(COc1ccc(Br)cc1Cl)N1CCN(c2ncccn2)CC1	-0.8
CCN(CC(=O)Nc1c(F)cccc1F)C(=O)c1ccc(N2CCOCC2)c([N+](=O)[O-])c1	0.6
Cc1cc(NC(=O)C(C)SCC(=O)Nc2ccccc2N2CCCCC2)no1 (stereo not given)	-1.6
Cc1ccc(S(=O)(=O)CCC(=O)NCCC2=CCCCC2)cc1	-3.0
Cc1c(C)n2c(SCC(=O)N3CCC(C)CC3)nnc2[nH]c1=O	-1.1
O=C(NNC(=O)c1ccccc1O)c1ccc(Cl)c(S(=O)(=O)N2CCCCC2)c1	5.0
O=C(NCC(=O)N1CCN(C(=O)c2ccco2)CC1)c1ccc(Cl)cc1	0.3
CCC/C(=C1/c2ccccc2C(=O)N1c1ccccc1)c1ccc2c(c1)OCCO2	-1.3

Additional records follow.
SMILES	OXTR agonist
O=C(CSc1nc(C2CC2)n(-c2ccccc2)n1)NCc1ccco1	-1.3
COc1ccc(S(=O)(=O)N(C)C[C@H]2Oc3c(NC(=O)Nc4c(C)noc4C)cccc3C(=O)N([C@H](C)CO)C[C@@H]2C)cc1	1.8
CN1CCN(C(=O)c2ccc(-c3ccc(Br)cc3)o2)CC1	2.2
O=C(CSc1nccn(-c2ccc(Br)cc2)c1=O)NC1CCCC1	-0.8
CCN1CCN(c2ccc(S(=O)(=O)N3CCOCC3)cc2NC(=O)/C=C/c2cccc(OC)c2OC)CC1	0.4
CCOc1ccc(Br)cc1S(=O)(=O)Nc1cccc(S(=O)(=O)Nc2ccccc2C(=O)O)c1	0.7
COc1ccccc1OCCC(=O)OCC(=O)NCc1ccc(F)cc1	-0.6
COc1ccc(C2=CC(=O)C[C@H](c3ccc(OC)c(OC)c3)C2)cc1	6.2
COc1ccc(S(=O)(=O)N(C)C)cc1NC(=O)COC(=O)C1CC1	3.3
CN(CC(=O)Nc1ccccc1Cl)C(=O)COC(=O)C1=COCCO1	0.6
O=C(CN1CCN(CC(=O)Nc2cccc(F)c2)CC1)NCC1(N2CCOCC2)CCCCC1	1.6
Cc1nnc2ccc(-c3ccc(NS(=O)(=O)c4ccccc4[N+](=O)[O-])cc3)nn12	1.1
Cc1ccc(C)c(NC(=O)COC(=O)CNC(=O)C2CCCCC2)c1	-0.7
CCOc1cc(-c2sc(Nc3cc(C)ccc3OC)n[n+]2-c2ccccc2)ccc1OC	-0.7
C[C@@H]1CN([C@@H](C)CO)C(=O)c2cccc(NC(=O)c3nc4ccccc4s3)c2O[C@@H]1CN(C)CC1CC1	2.6
Cc1cccc(CCN2C(N(C)C)=NC[C@@H]2CC(C)C)c1	1.8
O=C(OCC(=O)C12CC3CC(CC(C3)C1)C2)c1ccc(O)cc1	2.7
CCCCC1(C)NC(=O)N(CC(=O)Nc2ccc(Cl)cc2C)C1=O (stereo not given)	1.2
COc1ccc2sc(N(CCCN(C)C)C(=O)c3ccc(S(=O)(=O)N4CCCC4)cc3)nc2c1	6.9
O=C(COC(=O)Cc1ccc(F)cc1)NCCc1ccccc1	-1.1
CCN(CC(=O)Nc1ccc(OC)cc1)CC(=O)Nc1ccc2c(c1)OCO2	-0.7
C=CCSc1nnc(NC(=O)c2ccc(N3CCCC3=O)cc2)s1	1.3
COc1cc(C#Cc2c(-c3cncn3C)n(C)c3ccc(-c4cnc(N5CCOCC5)nc4)cc23)cc(OC)c1	0.1
C=CC[C@H](CC(=O)N[C@H](CO)Cc1ccccc1)C(=O)N[C@@H](COC(=O)[C@H](CC=C)CC(=O)OC(C)(C)C)Cc1c[nH]c2ccccc12	0.6
CC(C)CC(=O)N1CCN(S(=O)(=O)c2ccc(C3CCCCC3)cc2)CC1	3.6
CSCCC(NS(=O)(=O)c1ccccc1F)C(=O)Nc1ccncc1 (stereo not given)	0.1
Cc1ccccc1C(=O)N1CCC(C(=O)Nc2ccc(S(=O)(=O)N3CCOCC3)cc2)CC1	1.1
Cc1ccc(-c2nn(-c3ccccc3)cc2C(=O)NCCCN2CCCC2=O)cc1	-1.3
O=C(C[C@@H]1C/C=C\CCC(=O)O[C@H](c2ccccc2)CNC1=O)N[C@H](CO)Cc1ccccc1	8.1
C[C@H](OC(=O)NCc1ccc(C(F)(F)F)cc1)[C@@H]1O[C@@]2(C)CCC[C@@H]1O2	-1.5
CC1(C)C[C@H]2C3=CCC4[C@@]5(C)CC[C@H](O)[C@](C)(CO)C5CC[C@@]4(C)[C@]3(C)CC[C@@]2(C)[C@H](O)[C@@H]1O (stereo not given in full)	1.1
Cc1ccc(C)c(OCCC(=O)Nc2cccc(S(=O)(=O)N3CCCC3)c2)c1	-1.9
CCc1ccc(S(=O)(=O)Nc2ccc(-c3ccc4nnc(C)n4n3)cc2)s1	1.1
O=C(CNC(=O)C1CC(=O)N(c2cccc3ccccc23)C1)Nc1ccccc1Br (stereo not given)	-0.7
O=C(O)Cc1ccc(S(=O)(=O)N2CCCC2)s1	1.4
Cc1ccccc1C(=O)NCC(=O)N1CCN(c2ccccn2)CC1	1.7
CN(C)S(=O)(=O)c1cccc(NC(=O)CO/N=C(\N)c2ccccc2)c1	3.0
COc1ccccc1C(=O)COC(=O)Cc1ccccc1F	-1.6
CCCN(C(=O)c1ccc(N2CCCC2=O)cc1)c1c(N)n(Cc2ccccc2)c(=O)[nH]c1=O	0.3
O=C(CSC(=S)N1CCCC1)N1CCN(S(=O)(=O)c2ccccc2F)CC1	0.0

Single values from the entries so far.
`CCc1ccc(S(=O)(=O)Nc2ccc(-c3ccc4nnc(C)n4n3)cc2)s1` @ OXTR agonist = 1.1
`O=C(O)Cc1ccc(S(=O)(=O)N2CCCC2)s1` @ OXTR agonist = 1.4

(continued)
SMILES	OXTR agonist
COc1ccc(SC[C@H](Cc2ccccc2)N2CC[C@@H](C)CCC2=O)cc1	-1.4
COc1ccc(CN(C)C(=O)c2ccc(NS(=O)(=O)c3ccc4[nH]c(=O)[nH]c4c3)cc2)c(OC)c1OC	1.8
COc1cc(OC)c(C(=O)NNC(=O)CN(C)S(=O)(=O)c2ccc(Cl)cc2)cc1OC	-2.1
O=C(CCc1nc(-c2ccccc2)no1)NCc1ccccc1CN1CCOCC1	1.4
NC(=O)c1ccc(-c2nnn(CC(=O)N(C3CCCC3)C3CCS(=O)(=O)C3)n2)cc1 (stereo not given)	2.2
Cc1cc(-n2c(C)cc(C(=O)CSc3nncn3C(C)C)c2C)no1	-0.6
COc1ccccc1OCC(=O)NNC(=O)c1ccc(F)c(S(=O)(=O)N2CCOCC2)c1	1.4
COC(=O)[C@]1(Cc2ccccc2)N[C@H](CN(C)C(C)=O)[C@@H]2C(=O)N(Cc3ccccc3)C(=O)[C@@H]21	1.8
Cc1csc(=O)n1CCC(=O)OCc1nnc(-c2ccccc2Cl)o1	1.6
CC(NC(=O)COC(=O)c1ccc2ccccc2n1)c1ccccc1 (stereo not given)	0.2
CN(C)S(=O)(=O)c1ccc(C(=O)NC(=O)CSc2nncs2)cc1	2.4
CC1(C)CC[C@]2(C(=O)O)[C@H](O)C[C@]3(C)C(=CCC4[C@@]5(C)C[C@H](O)[C@H](O)[C@@](C)(CO)C5CC[C@]43C)[C@@H]2C1 (stereo not given in full)	1.0
COc1cccc(/C=C/C(=O)OCC(=O)NC(=O)NC2CCCC2)c1	-0.9
Cc1cc(C(=O)COC(=O)c2ccc(Cl)c(S(N)(=O)=O)c2)c(C)n1CC1CCCO1 (stereo not given)	4.8
COc1ccc(CCC(=O)NCCS(=O)(=O)N2CCN(c3ccccc3F)CC2)cc1	0.4
O=C1CCCC/C=C\C[C@H](CC(=O)N(CCO)Cc2ccccc2)C(=O)N2CCC[C@@H]2CO1	0.5
CCN(CC(=O)Nc1c(F)cccc1F)C(=O)CN1C(=O)C2CCCCC2C1=O (stereo not given)	0.7

A second format for some results above:
mol,OXTR agonist
CC(=O)Nc1cccc(NC(=O)CSc2nnc3ccc(-c4cccnc4)nn23)c1,-0.8
CCOc1ccc(C(c2c(NC(=O)c3ccco3)sc(C)c2C)N2CCOCC2)cc1 (stereo not given),-0.6
O=C(Cc1c(F)cccc1Cl)NNC(=O)c1ccc(Br)s1,2.5
O=C(COc1ccc(Br)cc1Cl)N1CCN(c2ncccn2)CC1,-0.8
CCN(CC(=O)Nc1c(F)cccc1F)C(=O)c1ccc(N2CCOCC2)c([N+](=O)[O-])c1,0.6
Cc1cc(NC(=O)C(C)SCC(=O)Nc2ccccc2N2CCCCC2)no1 (stereo not given),-1.6
Cc1ccc(S(=O)(=O)CCC(=O)NCCC2=CCCCC2)cc1,-3.0
Cc1c(C)n2c(SCC(=O)N3CCC(C)CC3)nnc2[nH]c1=O,-1.1
O=C(NNC(=O)c1ccccc1O)c1ccc(Cl)c(S(=O)(=O)N2CCCCC2)c1,5.0
O=C(NCC(=O)N1CCN(C(=O)c2ccco2)CC1)c1ccc(Cl)cc1,0.3
CCC/C(=C1/c2ccccc2C(=O)N1c1ccccc1)c1ccc2c(c1)OCCO2,-1.3
O=C(CSc1nc(C2CC2)n(-c2ccccc2)n1)NCc1ccco1,-1.3
COc1ccc(S(=O)(=O)N(C)C[C@H]2Oc3c(NC(=O)Nc4c(C)noc4C)cccc3C(=O)N([C@H](C)CO)C[C@@H]2C)cc1,1.8
CN1CCN(C(=O)c2ccc(-c3ccc(Br)cc3)o2)CC1,2.2
